Screening results as filed in PubChem.
mHtt clearance – compounds clearing mutant huntingtin protein; HeLa Exon1htt(103Q)mCFP, aggregate imaging; zero = plate's median compound well; inhibition, % at 1.5 µM; 0.42% of 47,000 active;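 active = inhibition of aggregate fluorescence above about 70%, also judged a hit by eye on the cell image, limit read from the data, passing the limit was not always enough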;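 note: cells exposed to compound for three days before fixation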
mHtt clearance grain fraction – second read-out of mHtt clearance, no call of its own (marks repeat the call); fraction fluorescence in grains; measured here: aggregate grain fluorescence fraction; hits give low values;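 scaled fraction of total cell fluorescence in grains with unit not stated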
* hit, by the source's call. A portion of the library. The share of hits here may be higher or lower than overall.

mHtt clearance,mHtt clearance grain fraction,Structure
24.3,30.5,COc1cc(NC(=O)c2cc3ccccc3o2)c(OC)cc1Br
-36.1,49.4,COCCCNC(=O)c1cn(Cc2c(F)cccc2Cl)nn1
-39.0,57,CC(=O)Nc1ccc(S(=O)(=O)N2CCN(c3cccc(C)c3C)CC2)cc1
-10.1,40.4,Cc1cccc2sc(NC(=O)CNS(=O)(=O)c3ccc(Br)s3)nc12
-31.7,46.9,CCN1C(=O)/C(=C2\SC(=S)N(c3c(C)n(C)n(-c4ccccc4)c3=O)C2=O)c2ccccc21
24.9,13.2,CCOC(=O)C1C(=O)NC(N2CCc3ccccc32)=NC1c1ccccc1 (centres undefined)
-75.3,36.2,COc1ccc(C2CC(C)=NN2C=O)cc1OC (centres undefined)
28.2,31.2,CCOc1ccc(C(Nc2ccc(C)cc2)P2(=O)OCC(C)(C)CO2)cc1 (centres undefined)
2.7,21.5,CCOC(=O)NC(=O)CSc1nc(C)cc(C(F)(F)F)c1C#N
2.7,38,Cc1ccc(N2CC(C(=O)N3CCCc4ccccc43)CC2=O)cc1 (centres undefined)
-41.3,26.1,CC(=O)Nc1cccc(-c2nc3ccccc3c(=O)o2)c1
1.5,18.7,COc1ccc(OC)c(NC(=O)Cc2nn(C)c(=O)c3ccccc23)c1
-4.8,47.3,COc1ccc(N2C(=O)C3CCCN3C2c2cccc(OC)c2)cc1 (centres undefined)
-15.6,19,COC(=O)c1ccc(Oc2nc(C)cc(Oc3ccccc3)n2)cc1
9.6,41.8,Cc1cccc(NC(=O)CC(C)(C)C)c1
44.5,11.3,Cn1c(=O)[nH]c(=O)c2c1nc(N1CCNCC1)n2Cc1cccc2ccccc12
15.3,34.7,CCCc1cc(=O)[nH]c(SCC(=O)N2CCN(S(=O)(=O)c3ccc(C)cc3)C2)n1
20.5,29.8,O=C(CSc1nnc(-c2cccnc2)n1Cc1ccco1)Nc1nc(-c2ccc(F)cc2)cs1
34.2,23.1,Cc1cccc(C(=O)OCc2cc3ccccc3[nH]c2=O)c1
31.2,24.7,COc1c[nH]n(C2CCCCC2)c(=O)c1=O
16.3,15.6,CCN(CC)S(=O)(=O)c1ccc(-c2nnc(SCC(C)=O)o2)cc1
2.4,33,Cc1ccc(C(CC(=O)O)Nc2nc(N3CCCCC3)nc(N3CCCCC3)n2)cc1 (centres undefined)
15.9,37.6,Cc1cc(-c2nn3c(C)nnc3s2)ccc1NC(=O)C(C)(C)C
-142.8,91.2,COc1ccc(C(=O)N(CN2CCCC2=O)c2nccs2)cc1OC
-23.1,24.8,COc1ccc(-c2noc(-c3ccc(Br)o3)n2)cc1OC
-26.7,24.7,O=C(CSc1nnc(-c2ccncc2)n1CCc1ccccc1)NCc1ccccc1
-8.3,19.5,Brc1cnc(N2CCOCC2)nc1N1CCCCC1
7.1,32.6,CCC(c1nnnn1CCc1ccccc1)N(Cc1ccco1)Cc1cc2cc(C)cc(C)c2[nH]c1=O (centres undefined)
12.1,32.4,CCn1c(=O)cc(OCC(=O)Nc2cccnc2)c2ccccc21
-5.0,35.2,CC(C)c1ccc(C2CC(=O)N3CN(Cc4ccco4)CSC3=C2C#N)cc1 (centres undefined)
-18.1,53.3,O=C(O)c1cccnc1SC1CC(=O)N(c2cccc(C(F)(F)F)c2)C1=O (centres undefined)
17.0,30.7,CCC(=O)Nc1cccc(Oc2nc(C)cc(C)c2C#N)c1
4.6,19.6,O=C(COc1ccc(C(=S)N2CCOCC2)cc1)N1CCCC1
-1.5,29.7,CC(=O)c1ccc(-n2nnnc2SCC(=O)NNC(=O)c2ccco2)cc1
-6.1,39.3,CCNc1nc(Oc2ccc(=O)n(-c3ccccc3)n2)nc(N2CCOCC2)n1
2.7,15.7,CN1CCc2nc(SCC(=O)Nc3ccc(Cl)cc3)c(C#N)cc2C1
21.6,15.3,O=C(CN1CCN(c2ccccc2)CC1)Nc1ccc(Oc2ccccc2)cc1
-27.3,54,Cc1ccc(Cn2ccc(NC(=O)c3cc(-c4ccc(F)cc4)on3)n2)cc1
54.0,7.38,CCOc1nc(Nc2ccc(F)cc2)nc(N2CCN(c3ccc(OC)cc3)CC2)n1
20.9,24.3,Cc1nc(N2CCOCC2)c2oc3ccccc3c2n1
56.7,6.99,COCC(=O)Nc1nnc(C2CCCCC2)s1
29.5,26,Cc1cc(-c2ccco2)n(CC(=O)NCCN(C)C)n1
-56.9,57.6,COc1ccc(OC)c(NC(=O)CCN2CCCC(C)C2)c1 (centres undefined)
39.2,11.3,COc1ccc(N(CC(O)CN2C(=O)NC(C)(C)C2=O)S(=O)(=O)c2ccc(C)cc2)cc1 (centres undefined)
43.9,21.5,COc1cc(CSc2ncn[nH]2)c(OC)cc1CSc1ncn[nH]1
37.5,12.5,CCC(C)NS(=O)(=O)c1ccc(OCC(=O)N2CCC(C)CC2)cc1 (centres undefined)
-33.7,22.3,Clc1ccc(C2=Nn3c(nnc3-c3n[nH]c4c3CCC4)SC2)cc1Cl
-23.8,22.3,O=C(NCC(=O)N(c1ccccc1F)C(C(=O)NCC1CCCO1)c1ccccc1)c1ccco1 (centres undefined)
-27.1,22.7,Cc1ccc(-c2nc(C#N)c(NCc3cccc4c3OCO4)o2)cc1
-17.3,19.3,CCOc1ccc(-c2nnn(CCC(=O)O)n2)cc1OC

Next part:
mHtt clearance,mHtt clearance grain fraction,Structure
0.9,21.1,Cc1noc(C)c1CSc1nnc2scc(-c3ccc(Cl)cc3)n12
71.0*,5.35*,COC(=O)c1ccccc1NC(=O)c1cc(-c2ccc(OC)c(OC)c2)on1
2.4,38.5,CC(NC(=O)Cn1cnc2c1c(=O)n(C)c(=O)n2C)c1ccccc1 (centres undefined)
50.5,19.6,COC(=O)CSc1nnc(-c2cccnc2)o1
18.9,16.5,COc1ccccc1C1CC(c2ccc(C)cc2)Nc2ncnn21 (centres undefined)
10.7,33.1,CCOC(=O)C1=C(C)N=C2SC(CC)C(=O)N2C1c1cccc(F)c1 (centres undefined)
-28.2,44.9,CCc1c(C)nc2ncnn2c1Nc1ccc(C#N)c(Cl)c1
57.1,8.62,O=C(CS(=O)(=O)c1cn(Cc2ccc(F)cc2)c2ccccc12)N1CCCCC1
-63.5,30.1,Cn1c(Cc2csc(N)n2)nnc1SCC(=O)NC1CCCCC1
-102.2,32.6,O=C(c1ccc(S(=O)(=O)N2CCOCC2)cc1)N1CCN(c2ccccc2F)CC1
9.3,30.7,Cc1noc(C)c1C(=O)Nc1nnc(-c2ccccc2)s1
-44.4,58,COc1cccc(Cn2c(NCc3cccnc3)nc3c2c(=O)n(C)c(=O)n3C)c1
-50.1,32.9,COc1ccc(C2C(=O)N(CCc3ccccc3)CC(=O)N2C2CCCC2)cc1 (centres undefined)
4.8,17.9,CCN(CC)c1ccc2cc(C(N)=O)c(=O)oc2c1
-38.5,53.2,Cc1cc(NS(=O)(=O)c2ccc(NC(=O)Nc3cccc(Cl)c3)cc2)no1
-34.5,47.2,CN1CCN(C(=O)c2cc3c(n(-c4ccccc4)c2=O)CC(C)(C)CC3=O)CC1
13.0,15.8,CCOCC(=O)Nc1nc2ccccc2s1
6.6,45.2,CCN(CC)CCCNC(=O)c1cc2c(=O)n(C)c3ccccc3c2n1C
24.0,30.2,Cn1nc(-c2ccc(Cl)cc2)nc2c(=O)n(C)c(=O)nc1-2
-19.1,22.9,Cc1nn(-c2nc3ccccc3[nH]2)c(N)c1-c1ccccc1
53.3,9.83,O=c1c2ccccc2nc(CSc2nnnn2-c2ccccc2)n1-c1cccc(C(F)(F)F)c1
12.4,31.4,CCOC(=O)c1ccc(N2C(=O)c3n[nH]c(C)c3C2c2ccccc2)cc1 (centres undefined)
-11.9,23.4,CN(C)C(=O)CN1C(=O)C2CCCCN2C(=O)c2ccccc21 (centres undefined)
-21.1,21.2,COC(=O)c1ccccc1NC(=O)N1c2ccccc2CC1C (centres undefined)
-15.9,21.4,Cn1c(=O)n(CC(=O)N2CCOCC2)c2ccccc21
-31.8,44.1,CCOc1ccc(N/C=C/C(=O)c2ccc(OC)cc2)c([N+](=O)[O-])c1
19.0,29.2,Cc1ccccc1-n1nnnc1-c1ccccc1
-3.5,38.9,COc1ccc2cc(C(c3nnnn3Cc3ccc(F)cc3)N3CCCCCC3)c(=O)[nH]c2c1 (centres undefined)
-12.3,41.2,COc1ccc(Nc2oc(-c3cccs3)nc2C#N)cc1
22.0,37.7,COC(=O)C(C)Sc1nnc(Cc2cc(=O)[nH]c(=O)[nH]2)n1-c1ccc(Cl)cc1 (centres undefined)
32.5,26.7,CSc1nnnn1CCn1nnnc1SC
-64.1,30.3,CCOc1ccc(NCCC(=O)c2ccc3c(c2)OCO3)cc1
7.4,44.8,O=C(Nc1cccc(Cl)c1)C1CCCN(S(=O)(=O)c2cnc[nH]2)C1 (centres undefined)
-10.8,37.5,COc1ccc(C)cc1C(=O)C1CC(C(=O)O)C(C)(C)C1C (centres undefined)
-82.4,39.2,CCCS(=O)(=O)N1CCCC(C(=O)NCCc2ccc(OC)c(OC)c2)C1 (centres undefined)
22.3,14.8,COc1cccc(-c2nc(CS(=O)CC(=O)NCCCOC(C)C)c(C)o2)c1 (centres undefined)
11.5,32.5,O=C(O)CN(c1ccccc1F)S(=O)(=O)c1ccccc1
45.5,20.6,Cn1c(SCC(=O)OCc2ccccc2)nnc1-c1ccco1
6.2,32.9,CC(C)(C)OC(=O)N1CCOCCOCCN(C(=O)OC(C)(C)C)CCOCC1
58.5,8.12,CC(=O)N1CCN(C(=O)CCc2c[nH]c3ccccc23)CC1
-63.5,33,O=C(NCc1ccccn1)c1ccc(Cl)cc1Cl
-4.0,21.2,CCCCOc1ccc(NC(=O)CN2CCN(C(=O)OCC)CC2)cc1
-8.9,22.5,CC(=O)Nc1ccc(S(=O)(=O)Oc2cccc(N3C(=O)C4CCCCC4C3=O)c2)cc1 (centres undefined)
1.3,36.4,O=C(NC1CCCc2ccccc21)C1CCN(S(=O)(=O)N2CCCCCC2)CC1 (centres undefined)
-49.8,27.9,CCOC(=O)c1[nH]c(=O)[nH]c1COC(=O)c1cc2ccccc2o1
52.3,9.47,COc1ccc(Cl)cc1NC(=O)C1CC(=O)N(c2ccc(F)cc2)C1 (centres undefined)
16.0,16.4,COC(=O)CSc1nnc(-c2ccco2)n1-c1ccc(C)cc1
-10.4,26.1,Clc1ccccc1-c1nc2ccccc2c2nncn12
5.5,20.9,COc1ccc(C(=O)C(OC(=O)CNC(=O)c2ccco2)c2ccccc2)cc1 (centres undefined)
-61.1,62.3,Cc1nnc2c(Oc3ccccc3)nc3ccccc3n12

Remaining list, next part
mHtt clearance,mHtt clearance grain fraction,Structure
-34.6,24.2,O=C(Cn1c(=O)n(CC(=O)NCc2ccccc2)c2ccccc21)NCc1ccccc1
-67.7,30.6,COCn1c(-c2ccc(OC)cc2)nc2ccccc21
-63.0,56.5,COc1ccc(CNC(=O)Nc2cccs2)cc1OC
-30.5,48.2,CCn1c(CNC(=O)c2ccc(OC)cc2)nnc1SC
-25.6,43,ONC=Nc1cccc2nonc12
30.6,24.9,CCCOc1ccc(Cc2nc(N)nc(N)n2)cc1
40.0,12.5,Cc1ccc(C)c(/C(O)=C2\C(=O)C(=O)N(Cc3cccnc3)C2c2cccnc2)c1 (centres undefined)
-24.4,50,CCOC(=O)c1cc(CC)sc1NC(=O)C(c1ccccc1)c1ccccc1
3.3,35.7,CCOC(=O)C1CCN(c2cc(=O)n(-c3ccc(OC)cc3)c(=O)[nH]2)CC1
45.7,16.7,CC1=C(OC(=O)c2ccccc2)C(C)(C)C(c2ccccc2)OC1=O (centres undefined)
5.0,42.5,CCn1c(=O)c(C(=O)NCc2ccccn2)c(O)c2ccccc21
22.3,27.2,Cc1ccc(OC(=O)c2cccc(C(=O)Oc3ccc(C)cn3)n2)nc1
-55.1,59.7,COc1ccccc1/C=C/C(=O)c1cc(Br)ccc1OC(=O)c1ccco1
-51.6,56.6,CCCOc1c(OC)cccc1C1CC(=O)Nc2cc3c(cc21)OCO3 (centres undefined)
-7.1,42.4,Cc1ccc(OCc2nc(-c3ccc(Cl)cc3)n[nH]2)cc1
21.5,29.6,Cc1cc(C)n2nc(-c3ccc(F)cc3)nc2n1
